Assay outcomes (PubChem)
Autophagy mod: autophagy modulation, high-content screen; MEF GFP-LC3 puncta imaging; test concentration mostly 10 µM; calls only at 10 µM (by protocol); hit rate 0.98% among 190,000;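 active = percentage of spot-positive cells more than 3 SD above its plate mean, without a fluorescence outlier flag or 80% toxicity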;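 also: spot-positive cell cutoff set from DMSO-treated cells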
MT stabilizer: microtubule stabilizers in HeLa cells. HeLa tubulin immunostaining HCS, 24 h; share of cells brighter than vehicle mean+2SD. % tubulin-high responders, % at 10 µM. hit rate 0.83% among 200,000;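 active = plate Z-score above 3 for both tubulin-high and condensed-nucleus cell shares, with cell loss under 80%, at 10 µM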;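 also: anti alpha tubulin signal scored within the nucleus-defined area of each cell; some results filed as inactive read as strong as hits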
HIV fusion peptide: cell-free HIV fusion peptide-binding blockers – biochemical, uHTS, fluorescence dequenching, primary screen (AID 1986) | one-dose inhibition, % at 20 µM; IC50 in µM for titrated hits | cell-free peptide binding, fluorescence dequenching, 30 min; higher % means a stronger effect | hit rate 0.3% among 290,000; in the data active = inhibition mostly above about 52%, no sharp cut-off; inactive = mostly below about 76%; also: some results filed as inactive read as strong as hits
Yfh1-off respiration: enhancers of respiration in Yfh1-depleted yeast, dose response, Friedreich's ataxia, plus single-dose screen (AID 1465). S. cerevisiae Yfh1-off respiration, WST-1 reduction, 72 h; higher fold induction means a stronger effect. hit rate 0.074% among 220,000. one-dose fold induction at 50 µM; EC50 in µM for titrated hits;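 active = fold induction of absorbance versus untreated yeast above a set limit, then at least 30% activation at any dose in follow-up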;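 also: activators that raise dye reduction in frataxin-depleted yeast; strong numbers were not always called active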
Dynein cargo inh: dynein cargo transport inhibition | 3617.4 mouse cells, GR-EGFP nuclear translocation imaging; test concentration mostly 20 µM; stimulated with dexamethasone, 1 µM; active compounds read low | hit rate 0.47% among 220,000 | z-score, hits read low;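 active = plate z-score of nuclear minus cytoplasmic receptor signal below a set negative limit, without overly bright fluorescence or cell loss, cut at about -3.5 in these data, passing the limit was not always enough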;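 also: z-score of nuclear minus cytoplasmic ring GR-EGFP intensity difference per well; some compounds called inactive have numbers as strong as hits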
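Medium: Induction medium lacking tetracycline, stripped serum | Probe or stimulus: 1.0 µM final dexamethasone stimulus | Schedule: 48 h induction, then 1 h compound, then 30 min agonist, 37 °C | Signal: Automated 10x imaging of fixed Hoechst-stained cells | Evaluation: Per-cell GR-EGFP intensity, nucleus versus surrounding cytoplasmic ring, well-averaged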
Insulin prom up: MIN6 insulin promoter up-regulation | MIN6 insulin promoter-GFP reporter, high-content imaging; active compounds read high | z-score at 5 µM | hit rate 0.3% among 190,000 | AID 1625;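 active = z-score above 3 at 5 µM with at least 500 cells counted in the well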
AID2073: disruptors of CaV2.2 binding to Mint1 – biochemical, HTRF (AID 2073); hit rate 0.19% among 290,000; one-dose inhibition, % at 20 µM; IC50 in µM for titrated hits; HTRF protein-protein interaction, Mint1-CaV2.2; higher % means a stronger effect; in the data active = inhibition mostly above about 51%, no sharp cut-off; also: some results filed as inactive read as strong as hits
bCat nuc transl: modulators of beta-catenin nuclear translocation | nuclear translocation activity, % at 5 µM | HeLa beta-catenin nuclear translocation, immunofluorescence imaging | AID 1665 | hit rate 0.3% among 190,000;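 active = nuclear translocation activity above 50% at 5 µM, with a well cell count of 50 or more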;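 also: per-cell ratio of nuclear to cytoplasmic median beta-catenin stain intensity; plate controls were DMSO negative control for no effect and GSK-3 inhibitor IX positive control for full effect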
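Test system: human HeLa cell line; Doses: 5 µM primary, 0.02–20 µM confirmation; Incubation: 24 h compound exposure, 37°C; Detection: beta-catenin immunofluorescence imaging with DAPI; Read-out: beta-catenin nuclear/cytoplasmic ratio, % activation.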
WT yeast gro inh: growth inhibition of WT yeast, mitochondrial fusion screen; mitochondrial fusion phenotypic screen, WT strain; inhibition, % at 10 µM; hit rate 2.1% among 190,000; in the data active = inhibition above about 58%; tested in S. cerevisiae
WT yeast gro inh mutant strain: further read-out of WT yeast gro inh, marked with its call; inhibition, %; mitochondrial fusion phenotypic screen, mutant strain inhibition
Dynein cargo inh cytoplasmic EGFP: further read-out of Dynein cargo inh, marked with its call; z-score; measured here: cytoplasmic GR-EGFP intensity; active compounds read high
Dynein cargo inh nuclear GR-EGFP: also measured in Dynein cargo inh; calls as there; z-score; measured here: nuclear GR-EGFP intensity;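 lower value marks the stronger effect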
Dynein cargo inh cell count: recorded beside Dynein cargo inh, whose call it bears; z-score; measured here: cell count per field
Insulin prom up cell count: further read-out of Insulin prom up, marked with its call; cell count; measured here: cytotoxicity, nuclei count;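 total cells summed across four imaged fields per well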
bCat nuc transl cell count 5 µM: recorded beside bCat nuc transl, whose call it bears; cell count; measured here: cell count, cytotoxicity flag
MT stabilizer Hoechst-high %: also measured in MT stabilizer; calls as there; % Hoechst-high responders; measured here: nuclear condensation Hoechst responders;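 share of cells brighter than vehicle mean plus two SD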
MT stabilizer cytotoxicity %: second read-out of MT stabilizer, no call of its own (marks repeat the call); toxicity, %; measured here: cytotoxicity by cell density;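 0% = mean cell density of plate MIN control wells and 100% = no cells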
Autophagy mod cell loss 18 h: further read-out of Autophagy mod, marked with its call; toxicity, %; measured here: cell loss, nuclei count;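 cell loss after 18 h compound exposure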
Numbers without * were called inactive.

For O=C1CC(c2ccccc2)CC(O)=C1C=NCc1ccc(Cl)cc1 (stereo not drawn) the results were Autophagy mod inactive, MT stabilizer 2.4, HIV fusion peptide 1.4%, Yfh1-off respiration inactive, Dynein cargo inh -1.06, Insulin prom up -0.15, AID2073 -3.4%, bCat nuc transl -1.6, WT yeast gro inh 13.3, WT yeast gro inh mutant strain 21.1, Dynein cargo inh cytoplasmic EGFP -0.215, Dynein cargo inh nuclear GR-EGFP -0.0797, Dynein cargo inh cell count 1.8, Insulin prom up cell count 1507, bCat nuc transl cell count 5 µM 1351, MT stabilizer Hoechst-high % 2.1, MT stabilizer cytotoxicity % 1.7 and Autophagy mod cell loss 18 h 9.0.
`CCN(CC)C(NC(=O)Cc1ccccc1)C(Cl)(Cl)Cl` (stereo not drawn) gave Autophagy mod inactive, MT stabilizer 2.4, HIV fusion peptide -1.7%, Yfh1-off respiration inactive, Dynein cargo inh 2.66, Insulin prom up 0.05, AID2073 -2.8%, bCat nuc transl 0.7, WT yeast gro inh -4.0, WT yeast gro inh mutant strain -0.9, Dynein cargo inh cytoplasmic EGFP -0.177, Dynein cargo inh nuclear GR-EGFP 0.808, Dynein cargo inh cell count -0.635, Insulin prom up cell count 1562, bCat nuc transl cell count 5 µM 1311, MT stabilizer Hoechst-high % 1.4, MT stabilizer cytotoxicity % 7.7 and Autophagy mod cell loss 18 h -1.1.
CN(C)C(=O)c1ccc(NC(=O)c2cncc(Br)c2)cc1 was read as Autophagy mod inactive, MT stabilizer 3.6, HIV fusion peptide 2.6%, Yfh1-off respiration inactive, Dynein cargo inh 0.248, Insulin prom up 0.25, AID2073 8.2%, bCat nuc transl -2.5, WT yeast gro inh 6.8, WT yeast gro inh mutant strain 11.4, Dynein cargo inh cytoplasmic EGFP -0.195, Dynein cargo inh nuclear GR-EGFP 0.457, Dynein cargo inh cell count -0.269, Insulin prom up cell count 1143, bCat nuc transl cell count 5 µM 1208, MT stabilizer Hoechst-high % 2.3, MT stabilizer cytotoxicity % 2.1 and Autophagy mod cell loss 18 h 13.3.
CCCCNS(=O)(=O)c1ccc2nc(-c3cccnc3)cc(C(=O)NCCCOC)c2c1 was read as Autophagy mod inactive, MT stabilizer 2.3, HIV fusion peptide 2.3%, Yfh1-off respiration inactive, Dynein cargo inh -0.285, Insulin prom up 0.14, AID2073 21.6%, bCat nuc transl -1.7, WT yeast gro inh -4.7, WT yeast gro inh mutant strain 12.0, Dynein cargo inh cytoplasmic EGFP -0.29, Dynein cargo inh nuclear GR-EGFP 0.155, Dynein cargo inh cell count 0.852, Insulin prom up cell count 1155, bCat nuc transl cell count 5 µM 1102, MT stabilizer Hoechst-high % 4.0, MT stabilizer cytotoxicity % 7.6 and Autophagy mod cell loss 18 h 4.1.
Screening CC(C)CN(C)C(=O)CCc1nnc(Cc2ccc(-c3ccccc3)cc2)o1 returned Autophagy mod inactive, MT stabilizer 3.2, HIV fusion peptide -0.9%, Yfh1-off respiration inactive, Dynein cargo inh 1.65, Insulin prom up -1.36, AID2073 7.5%, bCat nuc transl 3.7, WT yeast gro inh 18.8, WT yeast gro inh mutant strain 25.0, Dynein cargo inh cytoplasmic EGFP -0.286, Dynein cargo inh nuclear GR-EGFP 0.586, Dynein cargo inh cell count -0.611, Insulin prom up cell count 1396, bCat nuc transl cell count 5 µM 971, MT stabilizer Hoechst-high % 2.1, MT stabilizer cytotoxicity % 7.0 and Autophagy mod cell loss 18 h 14.6.
`O=C(CCn1c(=O)[nH]c2ccsc2c1=O)N(CCc1ccccc1)Cc1ccccc1` gave Autophagy mod inactive, MT stabilizer 1.9, HIV fusion peptide -2.5%, Yfh1-off respiration inactive, Dynein cargo inh 1.14, AID2073 -0.2%, WT yeast gro inh -4.3, WT yeast gro inh mutant strain 3.5, Dynein cargo inh cytoplasmic EGFP 0.0467, Dynein cargo inh nuclear GR-EGFP 0.564, Dynein cargo inh cell count -1.68, MT stabilizer Hoechst-high % 1.0, MT stabilizer cytotoxicity % 7.1 and Autophagy mod cell loss 18 h -6.0.
CN(C(=O)c1ccc2nccnc2c1)C1CCCCC1 was read as HIV fusion peptide 0.6%, Yfh1-off respiration inactive, Dynein cargo inh -1.31, Insulin prom up 1.43, AID2073 5.7%, bCat nuc transl 0.9, Dynein cargo inh cytoplasmic EGFP -0.306, Dynein cargo inh nuclear GR-EGFP -0.837, Dynein cargo inh cell count 1.37, Insulin prom up cell count 1363 and bCat nuc transl cell count 5 µM 1324.
COc1cc(S(=O)(=O)Nc2cc(C)cc(C)c2)ccc1F was read as Autophagy mod inactive, MT stabilizer 12.4*, HIV fusion peptide -0.7%, Yfh1-off respiration inactive, Dynein cargo inh -0.523, Insulin prom up 0.6, AID2073 -0.1%, WT yeast gro inh -0.8, WT yeast gro inh mutant strain -8.0, Dynein cargo inh cytoplasmic EGFP -0.278, Dynein cargo inh nuclear GR-EGFP -0.0961, Dynein cargo inh cell count 1.85, Insulin prom up cell count 1223, MT stabilizer Hoechst-high % 39.3*, MT stabilizer cytotoxicity % 15.5* and Autophagy mod cell loss 18 h -5.0.
For Cc1cc2cc(C)c(NCCNC(=O)c3cccs3)nc2cc1C the results were Autophagy mod inactive, MT stabilizer 2.0, HIV fusion peptide 0.3%, Yfh1-off respiration inactive, Dynein cargo inh -0.949, Insulin prom up -0.48, AID2073 6.1%, bCat nuc transl -0.1, WT yeast gro inh 16.4, WT yeast gro inh mutant strain -0.1, Dynein cargo inh cytoplasmic EGFP -0.34, Dynein cargo inh nuclear GR-EGFP -0.708, Dynein cargo inh cell count 1.11, Insulin prom up cell count 1393, bCat nuc transl cell count 5 µM 1500, MT stabilizer Hoechst-high % 2.2, MT stabilizer cytotoxicity % 10.8 and Autophagy mod cell loss 18 h -10.6.
Screening Cc1cc(C)n(-c2ccc(C(=O)Nc3nnc(C4CC4)s3)cc2)n1 returned Autophagy mod inactive, MT stabilizer 2.4, HIV fusion peptide 1.2%, Yfh1-off respiration inactive, Dynein cargo inh -0.826, Insulin prom up 0.11, AID2073 11.6%, bCat nuc transl -0.5, WT yeast gro inh -2.4, WT yeast gro inh mutant strain -5.5, Dynein cargo inh cytoplasmic EGFP 0.0289, Dynein cargo inh nuclear GR-EGFP 0.143, Dynein cargo inh cell count 0.273, Insulin prom up cell count 1275, bCat nuc transl cell count 5 µM 1028, MT stabilizer Hoechst-high % 1.8, MT stabilizer cytotoxicity % 8.8 and Autophagy mod cell loss 18 h -3.3.
`COc1ccc(SN=C2C(C)=CC(=O)C=C2C)cc1` gave Autophagy mod inactive, MT stabilizer 1.7, HIV fusion peptide -3.0%, Yfh1-off respiration inactive, Dynein cargo inh 0.833, Insulin prom up 0.74, AID2073 -8.0%, bCat nuc transl -0.2, WT yeast gro inh 12.4, WT yeast gro inh mutant strain 5.3, Dynein cargo inh cytoplasmic EGFP 0.0689, Dynein cargo inh nuclear GR-EGFP -0.0201, Dynein cargo inh cell count -2.25, Insulin prom up cell count 1206, bCat nuc transl cell count 5 µM 1057, MT stabilizer Hoechst-high % 2.4, MT stabilizer cytotoxicity % 6.8 and Autophagy mod cell loss 18 h 7.1.
For COC(=O)c1c(NC(=O)c2ccc(S(=O)(=O)N3CCOCC3)cc2)sc2c1CCN(C)C2 the results were Autophagy mod inactive, MT stabilizer 5.0, HIV fusion peptide -2.0%, Yfh1-off respiration inactive, Dynein cargo inh 1.14, AID2073 -1.5%, bCat nuc transl 9.8, WT yeast gro inh -2.1, WT yeast gro inh mutant strain 4.1, Dynein cargo inh cytoplasmic EGFP 0.577, Dynein cargo inh nuclear GR-EGFP 2.29, Dynein cargo inh cell count -3.35, bCat nuc transl cell count 5 µM 344, MT stabilizer Hoechst-high % 2.4, MT stabilizer cytotoxicity % 4.6 and Autophagy mod cell loss 18 h -15.1.
Screening Cc1cc(=O)[nH]c(SCC(=O)Nc2ccc(Br)cn2)n1 returned Autophagy mod inactive, MT stabilizer 3.7, HIV fusion peptide -0.7%, Yfh1-off respiration inactive, Dynein cargo inh 0.0158, Insulin prom up -0.08, AID2073 -7.8%, bCat nuc transl -1.6, WT yeast gro inh 21.3, WT yeast gro inh mutant strain 3.7, Dynein cargo inh cytoplasmic EGFP -0.238, Dynein cargo inh nuclear GR-EGFP -0.000172, Dynein cargo inh cell count 0.913, Insulin prom up cell count 1836, bCat nuc transl cell count 5 µM 1121, MT stabilizer Hoechst-high % 3.3, MT stabilizer cytotoxicity % 7.5 and Autophagy mod cell loss 18 h -6.4.
`O=C(CCC1COc2ccccc2O1)N1CCCC1` (stereo not drawn) gave Autophagy mod inactive, MT stabilizer 3.4, HIV fusion peptide 1.5%, Yfh1-off respiration inactive, Dynein cargo inh -0.111, Insulin prom up -0.28, AID2073 -2.0%, WT yeast gro inh 3.6, WT yeast gro inh mutant strain -6.8, Dynein cargo inh cytoplasmic EGFP -0.254, Dynein cargo inh nuclear GR-EGFP -0.689, Dynein cargo inh cell count -0.223, Insulin prom up cell count 1268, MT stabilizer Hoechst-high % 2.1, MT stabilizer cytotoxicity % 4.4 and Autophagy mod cell loss 18 h -4.6.
CC(C)(C)C(=O)N1CCCC1C(=O)O (stereo not drawn) was read as Autophagy mod inactive, MT stabilizer 1.3, HIV fusion peptide 47.8%, Yfh1-off respiration inactive, Dynein cargo inh -1.22, Insulin prom up -0.35, AID2073 -7.6%, bCat nuc transl -1.2, WT yeast gro inh -25.4, WT yeast gro inh mutant strain -50.9, Dynein cargo inh cytoplasmic EGFP -0.0995, Dynein cargo inh nuclear GR-EGFP -0.63, Dynein cargo inh cell count 0.948, Insulin prom up cell count 974, bCat nuc transl cell count 5 µM 1154, MT stabilizer Hoechst-high % 1.5, MT stabilizer cytotoxicity % 8.8 and Autophagy mod cell loss 18 h 3.0.
